RBX1-CUL1 inh – blocks human RBX1-Cullin-1 di-ubiquitin formation | AID 1347404 | P62877+Q13616 | 0.6% of 140,000 active | inhibition, % at 10 µM | in vitro K48 di-Ub FRET, acceptor:donor ratio, 45 min; in the data active = inhibition above about 25%
Target sequence (P62877 whole entry, looked up): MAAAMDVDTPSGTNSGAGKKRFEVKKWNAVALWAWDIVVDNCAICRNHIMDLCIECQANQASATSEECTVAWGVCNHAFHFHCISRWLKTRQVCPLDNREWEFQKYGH
Target sequence (Q13616 whole entry, looked up): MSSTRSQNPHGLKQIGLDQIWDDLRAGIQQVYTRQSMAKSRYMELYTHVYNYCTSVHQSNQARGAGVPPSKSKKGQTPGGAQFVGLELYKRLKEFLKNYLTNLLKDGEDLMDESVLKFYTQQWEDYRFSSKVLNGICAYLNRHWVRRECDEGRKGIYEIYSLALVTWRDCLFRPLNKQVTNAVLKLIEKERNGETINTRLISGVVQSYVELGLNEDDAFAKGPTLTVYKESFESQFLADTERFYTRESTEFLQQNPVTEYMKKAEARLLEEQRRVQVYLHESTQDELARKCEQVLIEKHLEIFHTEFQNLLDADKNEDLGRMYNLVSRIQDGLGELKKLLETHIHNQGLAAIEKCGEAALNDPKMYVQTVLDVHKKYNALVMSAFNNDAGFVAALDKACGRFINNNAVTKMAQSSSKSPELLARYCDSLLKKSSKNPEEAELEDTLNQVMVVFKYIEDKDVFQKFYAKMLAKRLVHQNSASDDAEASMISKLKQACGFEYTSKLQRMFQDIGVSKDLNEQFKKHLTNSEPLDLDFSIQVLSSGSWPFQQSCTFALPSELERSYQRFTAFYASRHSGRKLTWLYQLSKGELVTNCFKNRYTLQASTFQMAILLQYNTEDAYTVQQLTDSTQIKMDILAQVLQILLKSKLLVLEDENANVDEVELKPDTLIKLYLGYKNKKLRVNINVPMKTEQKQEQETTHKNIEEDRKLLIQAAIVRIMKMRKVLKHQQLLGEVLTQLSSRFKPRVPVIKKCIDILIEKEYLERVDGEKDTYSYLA
Starred values were filed as active, the others as inactive.

Molecule	RBX1-CUL1 inh
COCCN(Cc1cccnc1)CC1CCCN(C2Cc3ccccc3C2)C1 (stereo unspecified)	7
O=S(=O)(c1cnccc1N1CCN(CCO)CC1)N1CCCCC1	-1
Cc1cc(C)c(NC(=O)CSc2nnc(C(NC(=O)c3ccc(F)cc3)C(C)C)n2C)c(C)c1 (stereo unspecified)	-5
O=c1[nH]cnc2sc3c(c12)CCCC3	-2
CC(C)c1ccc(OC(=O)c2cc(-c3ccc4c(c3)OCCO4)on2)cc1	-3
COc1ccc(CCCC(=O)NCC(=O)N/N=C/c2c(C)[nH]c3ccccc23)cc1	7
CC(C)(C)c1nnc2sc(SCC(=O)c3ccc(Cl)cc3)nn2c1=O	3
CCOC(=O)c1ccc(N2C(=O)c3n[nH]c(C)c3C2c2ccc(OCC)cc2)cc1 (stereo unspecified)	-1
COc1ccc(-c2nnc(SCC(=O)Nc3ccc(C)cc3)nc2-c2ccc(OC)cc2)cc1	7
CCOC(=O)N1CCN(Cc2nc(-c3ccsc3)oc2C)CC1	8
COc1cccc(C2C3=C(N=c4s/c(=C/c5c[nH]c6ccccc56)c(=O)n42)c2ccccc2CC3)c1 (stereo unspecified)	-1
CCOC(=O)C1=C(C)N=C(C)C(C(=O)OCC)C1c1ccc(-c2ccc([N+](=O)[O-])cc2)o1 (stereo unspecified)	-4
CCOc1ccc(-c2cn3ccccc3n2)cc1[N+](=O)[O-]	7
CCOC(=O)C1=NN(c2ccccc2)C2(C(=O)c3ccccc3C2=O)C1c1ccc(C)cc1 (stereo unspecified)	3
Cn1c(=O)[nH]c(=O)c2c1nc(CN1CCN(c3ccccc3F)CC1)n2Cc1ccc(F)cc1	-11
Cc1cc(CNC(=O)CN2Cc3ccccc3C2)c2[nH]c(C)c(C)c2c1	4
CCN(CC)S(=O)(=O)c1cccc(C(=O)Nc2ccc(S(=O)(=O)N3CCOCC3)cc2)c1	-5
O=C1CSC(=NC2CCCCC2)N1Cc1ccccc1	-8
Cc1ccc(O)c(NC(=O)COc2ccccc2)c1	-2
O=C1/C(=C\c2ccc(-c3ccc(Cl)c(Cl)c3)o2)SC(=Nc2ccccc2)N1Cc1ccco1	1
CSc1nnc(CSc2cc(C)nc(N3CCOCC3)n2)o1	5
Cc1ccccc1Nc1nc(Cl)nc(NC(C)(C)C)n1	-1
O=C(CCCc1nc(-c2ccco2)no1)Nc1ccccc1[N+](=O)[O-]	-8
Cc1nc2ccccn2c1C(=O)NNS(=O)(=O)c1ccc(C(C)(C)C)cc1	3
O=C1CCCC2=C1C(c1ccccc1)n1c(s/c(=C/c3cccc(F)c3)c1=O)=N2 (stereo unspecified)	2
O=C1N=C(Cl)C(N=Nc2ccc(Cl)cc2)C(=NCCO)N1 (stereo unspecified)	-10
CN(C1=NC(=O)NC(=O)C1)c1ccccc1	-3
O=C1NCCN(CC2CCCCC2)C1CC(=O)N1CCCCO1 (stereo unspecified)	-1
CC(C)CC(NC(=O)CN1CCOCCOCCN(CC(=O)NC(CC(C)C)C(=O)OC(C)(C)C)CCOCCOCC1)C(=O)OC(C)(C)C (stereo unspecified)	3
CCOc1ccc(-c2cc(-c3ccccc3)c3c(N)c(C(=O)Nc4ccc(Oc5ccccc5)cc4)sc3n2)cc1	2
COc1ccc(Cl)cc1N=CC1C(=O)OC2(CCCCC2)OC1=O	2
Cc1onc(-c2c(F)cccc2Cl)c1C(=O)NCC(C)C	-5
CCCCN(CCCC)CCNC(=O)c1cc(-c2cccnc2)nc2ccc(S(=O)(=O)N3CCC(C)CC3)cc12	2
CC(C)(C)c1cc([N+](=O)[O-])cc(C(C)(C)C)c1	-5
Fc1cccc(-c2cnnc(NCc3ccc4nsnc4c3)n2)c1	-4
CCOc1ccccc1NC(=O)C1CCCN(S(=O)(=O)c2ccc3c(c2)CCCN3C(C)=O)C1 (stereo unspecified)	-9
O=C(Cc1cccs1)NC1CC(=O)N(c2ccccc2)C1 (stereo unspecified)	1
CC(C)(C)Cc1c([N+](=O)[O-])cc(C(=O)O)cc1[N+](=O)[O-]	-10
COc1ccc(N=C2c3ccccc3C(=O)C2c2ccc(C(F)(F)F)cc2)cc1 (stereo unspecified)	5
COc1ccc(-c2cc(-c3ccc(C)cc3)nc3c2COc2ccccc2-3)cc1	-17
C=CCN1C(=O)C(C=Nc2c(C)n(C)n(-c3ccccc3)c2=O)C(=O)N(CCCC)C1=O (stereo unspecified)	-1
COCc1[nH]nc2c1C1(CCSC1C)C(C#N)C(=N)O2 (stereo unspecified)	-2
Cc1cc(CNC(=O)c2cnn(-c3ncc4c(n3)-c3ccccc3CC4)c2C)on1	10
CCOc1cc(C2C3=C(CC(c4ccc(OC)c(OC)c4)CC3=O)N=C(C)C2C(=O)OCCc2ccccc2)ccc1OC(C)=O (stereo unspecified)	0
Cc1ccc2nc(-c3ccc(O)cc3)c(Nc3ccc(Cl)cc3)n2c1	6
Nc1nonc1-c1nc2ccccc2n1CC(=O)Nc1ccc(OC(F)(F)F)cc1	3
CCc1cccc(CC)c1NC(=O)CSc1nnc(Cc2ccccc2)o1	3
O=C(Nc1cnn(Cc2ccc(F)cc2)c1)c1ccc(Br)cc1	4
COc1ccc(-c2noc(-c3cc(-c4ccc(F)cc4)n[nH]3)n2)cc1	-7
Cc1cccc(-c2nc3ccccc3c(=O)[nH]2)c1	-6
CCC(Sc1nnc(N)s1)C(=O)Nc1ccc(Br)cc1 (stereo unspecified)	7
COc1ccc(NC(=O)CC(C)C)cc1NC(=O)c1ccco1	-2
COc1cccc(NC(=O)C(=O)NCCc2sc(-c3cccc(C)c3)nc2C)c1	-7
O=C1CCCn2c1ccc2C(=O)c1ccc(Cl)cc1	1
O=C(CCn1cnc2ccccc2c1=O)NCc1ccccc1	-11
COc1ccccc1C1Nc2c(sc3nc(C)cc(C)c23)C(=O)N1c1ccccc1 (stereo unspecified)	-3
CC1C(=NC(=O)Nc2ccccc2C(F)(F)F)C(=O)N(c2ccccc2)N1C (stereo unspecified)	-18
Cc1ccc(NC(=O)C(=O)NCC(c2ccc3c(c2)OCO3)N2CCN(C)CC2)c(C)c1 (stereo unspecified)	-3
CCNC(=O)c1c2c(nc3ccccc13)C(=O)N(C1CCCCC1)C2	-18
COc1ccc(N2C(SC)=NC(=Nc3ccc(Cl)cc3)C23CCCCC3)cc1	0

Additional results:
Molecule	RBX1-CUL1 inh
CC(C)(C)c1ccc(C(=O)Nc2ccc(Cc3ccc(NC(=O)c4ccc(C(C)(C)C)cc4)c(O)c3)cc2O)cc1	-19
COCCNC(=O)CCCn1c(SCc2ccccc2Cl)nc2c(sc3ccccc32)c1=O	0
COc1ccc(CNC(=O)c2cc3sccc3n2Cc2ccc(F)cc2)cc1	-7
CCc1ccc(-c2nc(SCC(=O)NCC3CCCO3)c(-c3ccc(F)cc3)[nH]2)cc1 (stereo unspecified)	4
Cc1cc(C)c(C2=NOC3C4CCC(C4)C23)c(C)c1 (stereo unspecified)	0
O=c1[nH]cc(Br)c(O)c1[N+](=O)[O-]	6
O=C(O)C1CC=CCC1C(=O)Nc1ccccc1C(=O)N1CCN(c2cccc(Cl)c2)CC1 (stereo unspecified)	3
CCc1nnc2c(NCc3ccccc3OC)nc3ccccc3n12	4
O=C1OC(c2ccccc2Cl)=N/C1=C\c1ccc(-c2ccc(S(=O)(=O)Nc3nccs3)cc2)o1	19
O=C(CSC1=N/C(=C/c2ccco2)C(=O)N1c1ccccc1)Nc1ccccc1C(F)(F)F	3
O=c1[nH]n(Cc2ccccc2)c(=O)c2ccccc12	3
COc1cccc(NC(=O)CN2C(=O)c3cccnc3Oc3ccc(Cl)cc32)c1	0
O=C(COC(=O)C1c2ccccc2Oc2ccccc21)c1ccccc1	3
CCOc1ccccc1NC(=O)C1C(C)=Nc2ncnn2C1c1ccco1 (stereo unspecified)	1
O=C(CCC(=O)Nc1ccccc1Cl)NNS(=O)(=O)c1ccccc1	7
COc1ccc(S(=O)(=O)NC(=O)C(C)Nc2cc(-n3ncc(=O)n(C)c3=O)c(F)cc2Cl)cc1C (stereo unspecified)	3
O=C(Cc1cccs1)N1CCC(Cc2ccccc2)CC1	-5
CCOC(=O)N1CCC2(CC1)C(C#N)=C(S)N(C)C(=O)C2C#N (stereo unspecified)	1
CC(=O)NCC1CCCN(Cc2cnc(S(C)(=O)=O)n2CC(C)C)C1 (stereo unspecified)	1
CCN(CC)C(=O)CN1C(=O)COc2ccc(Cl)cc21	-5
CC(C)c1ccc(CN2CCCC(O)(CN3CCCCC3)C2=O)cc1 (stereo unspecified)	4
COc1cc(/C=C2\C=C(c3ccc(Cl)cc3)OC2=O)ccc1OCc1ccccc1F	13
COc1cc2c(cc1OC)C(COc1ccc3c(C)cc(=O)oc3c1)N(C(=O)Cc1ccc(F)cc1)CC2 (stereo unspecified)	-6
C/C(=C\c1ccco1)CN1CCCC(CNC(=O)c2cc(C)on2)C1 (stereo unspecified)	-6
CCCOc1ccc(S(=O)(=O)N2CCN(c3ccccc3)CC2)cc1C	-4
CCOc1ccc(NC(=O)c2cn(C3CCCCC3)c(=O)c3c2c2ccccc2n3C)cc1	-6
COc1ccc(/C=N/NC(=O)CSc2nnc(-c3cc(OC)c(OC)c(OC)c3)n2-c2ccccc2)cc1	-2
CC(C)NS(=O)(=O)c1ccc(Br)s1	3
O=C(O)/C(S)=C\c1ccccc1[N+](=O)[O-]	-2
Cc1nc2ccc(NC(=O)N3CCC(c4ccccc4)C3)cc2nc1C (stereo unspecified)	-3
COc1ccc(C(=O)CCc2nc(-c3c(C)ncc4c3CCNC4)no2)cc1	0
CCOC(=O)c1cccc(NC(=O)CC2C(=O)N(c3ccc(Cl)cc3)C(=O)N2C2CCCC2)c1 (stereo unspecified)	0
CC(C)CCN1C(=O)N(c2ccccc2)C(=O)C1CC(=O)Nc1ccc(Cl)cc1 (stereo unspecified)	3
CCCC(NC(=O)C1CCCCC1C(=O)O)C12CC3CC(CC(C3)C1)C2 (stereo unspecified)	-3
O=C(On1nnc2ccccc2c1=O)c1ccccc1	-5
CC1=N/C(=C\c2ccsc2)C(=O)O1	7
FC(F)(F)c1ccc(-c2nnc3sc(-c4cccnc4)nn23)cc1	-16
Cc1ccc(N2CCN(c3ccc(NC(=O)c4ccccc4C(=O)O)cc3)CC2)cc1	1
C=CCNC(=O)c1ccccc1NS(=O)(=O)c1ccc(NC(C)=O)cc1	5
FC(F)(Cl)Oc1ccc(Nc2nc(N3CCCCC3)nc(N3CCN(c4cccc(Cl)c4)CC3)n2)cc1	-9
CS(=O)(=O)Nc1ccc2c(c1)OCO2	-1
CCOc1ccc(-n2cc(C(=O)Nc3ccccc3OCC)c3cc(OC)c(OC)cc3c2=O)cc1	1
COc1ccc(OC)c(CNC(=O)c2cc3c(Cl)nc4ccccc4c3s2)c1	-2
Cc1nc(CCNc2nc(N(C)C)nc3c2CCCC3)cc(=O)[nH]1	3
CN(C)c1ccnc2sc3c(=O)n(Cc4ccccc4)cnc3c12	-3
Cc1cccc(NC(=S)Nc2ccccc2)c1C(=O)O	-6
O=C(CSc1ncnc2sc3c(c12)CCCC3)NC1CCCC1	-3
O=C(c1ccc(Br)cc1)c1cc2ccccc2o1	-6
COc1ccccc1CCN1CCC(CN(C)C(=O)c2scnc2C)CC1	10
CCOc1ccc(C2NC(=S)N=C(C)C2C(=O)NC)c2ccccc12 (stereo unspecified)	-5
OCC1CCCN(c2ccc(-c3nc(-c4ccccc4F)no3)cn2)C1 (stereo unspecified)	-9
CCn1c(=O)c2c(nc3n(-c4ccc(F)cc4)c(C)c(C)n23)n(C)c1=O	-8
Cc1ccc(-c2nnc(Nc3ccc(O)cc3)c3ccccc23)cc1S(=O)(=O)NCc1nc2ccccc2[nH]1	8
Cc1cccc(N2CCN(C(=O)c3csc(C(C)C)c3)CC2)c1C	-1
CNc1nc2nonc2nc1Nc1ccc(I)cc1	6
Cc1cc(OCC(=O)Nc2sc3c(c2C(N)=O)CCCC3)ccc1C(C)C	11
O=C(NC(=S)Nc1ccccn1)c1cncc(Br)c1	-6
CCOc1ccccc1-c1noc(CSc2nnc(-c3ccncc3)n2-c2ccc(F)cc2)n1	3
COc1ccc(CNC(=O)CC2Oc3ccc(C)cc3NC2=O)cc1 (stereo unspecified)	6
Cc1oc(-c2ccc(C(=O)Nc3ccc(F)cc3)cc2)nc1COc1ccccc1	1

(listing goes on)
Molecule	RBX1-CUL1 inh
COc1ccc(Cl)cc1NC(=O)c1nn(-c2ccc(C)cc2)c(=O)n(C)c1=O	1
c1ccc(Nc2nnc(-c3cccnc3)s2)cc1	1
O=C(Nc1ccc(F)cc1)N1CCN(C(=O)c2nsc3ccccc23)CC1	9
Cc1ccc(CSc2nnc(NC(=O)c3cccc(C)c3)s2)cc1	0

The list is partial; the hit share may differ from the screen's.
